# LAP4-GFP MLPCN: modulators of TOR pathway LAP4-GFP in S. cerevisiae | S. cerevisiae LAP4-GFP multiplex, flow cytometry GFP, 3 h; median GFP as percent of DMSO wells | GFP response vs DMSO, % at 10 µM | hit rate 0.34% among 320,000;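 active = GFP response vs DMSO above a set limit, about the screen mean plus 3 SD, cut at about 150% in these data; inconclusive = under 70 cell events counted for the yeast strain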
# MEP2-GFP yeast: alters MEP2-GFP fluorescence in TOR pathway yeast screen; GFP response vs DMSO, % at 10 µM; hit rate 0.51% among 330,000; S. cerevisiae MEP2-GFP strain, flow cytometry GFP, 3 h; 100% = DMSO control level;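 active = GFP response versus DMSO above a set limit, roughly screen mean plus 3 SD, cut at about 180% in these data; inconclusive = fewer than 70 cells counted for a yeast strain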;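 note: median GFP fluorescence of the barcode-gated MEP2-GFP cells per well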
# RPL19A-GFP yeast: yeast TOR pathway RPL19A-GFP modulation | S. cerevisiae RPL19A-GFP strain, flow cytometry, 3 h; stronger effect = lower value | percent response vs DMSO, % at 10 µM | hit rate 0.3% among 330,000 | AID 2025;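 active = percent response vs DMSO below 50%; inconclusive = fewer than 70 events counted for the yeast strain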;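 note: median channel GFP fluorescence of the barcoded RPL19A-GFP strain; ratio of sample median GFP to plate DMSO average so 100% = DMSO; lower means less RPL19A-GFP as with rapamycin TOR inhibition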
# AGP1-GFP MLPCN: alters AGP1-GFP fluorescence in TOR pathway yeast screen; S. cerevisiae AGP1-GFP multiplex flow cytometry, 3 h; GFP as percent of DMSO wells; GFP response vs DMSO, % at 10 µM; hit rate 0.02% among 320,000; AID 2066;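 active = GFP response relative to DMSO above a set limit, near screen average plus 3 SD, cut at about 150% in these data; inconclusive = fewer than 70 cells counted for the yeast strain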;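 note: median GFP channel fluorescence of the gated AGP1 strain per well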
# CIT2 TOR yeast: yeast TOR pathway CIT2-GFP modulation | S. cerevisiae CIT2-GFP strain, flow cytometry, 3 h; 100 means same as DMSO wells | GFP response vs DMSO, % at 10 µM | hit rate 0.065% among 320,000 | AID 2029;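 active = GFP response relative to DMSO above a set limit, near the screen mean plus 3 SD, cut at about 150% in these data; inconclusive = Fewer than 70 cells measured for a yeast strain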;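 note: ratio of well median GFP fluorescence to mean of DMSO wells on the plate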
# VLA-4 inh: inhibition in a human VLA-4 binding assay; P13612; AID 2557; VLA-4 expressing cells, ligand binding flow cytometry; hit rate 0.2% among 330,000; inhibition, % (about 7 µM as worked out from the volumes in the protocol); in the data active = inhibition above about 50%
# GRK2 aptamer HTS: inhibitors of human GRK2 displacing RNA aptamer; hit rate 0.59% among 330,000; P25098; bead flow cytometry, FAM-aptamer displacement from GRK2; inhibition of aptamer binding, % at 10 µM; AID 488847;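 active = inhibition of aptamer binding above 40%, roughly 3 SD of noise, on plates passing a quality check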;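 note: median bead fluorescence of bound FAM aptamer so fluorescent compounds give negative values; no value below 0 was filed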
# Target sequence (P25098 whole entry, looked up): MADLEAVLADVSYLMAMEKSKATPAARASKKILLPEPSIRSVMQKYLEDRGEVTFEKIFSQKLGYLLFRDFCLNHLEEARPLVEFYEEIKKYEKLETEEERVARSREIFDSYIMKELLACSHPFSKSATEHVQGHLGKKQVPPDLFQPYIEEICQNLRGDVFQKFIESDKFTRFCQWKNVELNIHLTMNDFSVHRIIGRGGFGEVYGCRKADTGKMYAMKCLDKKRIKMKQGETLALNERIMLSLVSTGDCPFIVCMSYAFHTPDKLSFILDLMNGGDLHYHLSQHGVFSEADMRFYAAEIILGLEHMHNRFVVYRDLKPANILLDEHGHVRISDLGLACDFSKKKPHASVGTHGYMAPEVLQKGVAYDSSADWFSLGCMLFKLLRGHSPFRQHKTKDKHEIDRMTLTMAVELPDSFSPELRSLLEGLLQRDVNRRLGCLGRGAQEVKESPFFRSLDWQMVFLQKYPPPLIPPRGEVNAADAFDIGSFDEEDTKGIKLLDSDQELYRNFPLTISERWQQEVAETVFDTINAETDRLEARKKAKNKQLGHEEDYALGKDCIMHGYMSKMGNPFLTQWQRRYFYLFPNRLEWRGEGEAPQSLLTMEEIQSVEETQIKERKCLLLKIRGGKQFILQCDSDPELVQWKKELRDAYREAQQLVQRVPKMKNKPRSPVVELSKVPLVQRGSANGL
# CR mimetic SO: caloric restriction mimetics inhibiting age-related superoxide in yeast. S. cerevisiae aged cells, superoxide DHE fluorescence; stronger effect = lower value. superoxide response (% of plate mean), % at 10 µM. hit rate 0.18% among 330,000;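 active = superoxide response under a set limit, about three screen SD below normal, cut at about 65% in these data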;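 note: yeast aged for seven days with compound at 30 °C before DHE staining; 100% = average MFI of all compound-treated wells on the plate with controls excluded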
# * = called active by the depositor; ? = inconclusive; . = no result given; [ ] = remark or other dose.
# The opening 4 entries as a preview:
SMILES,LAP4-GFP MLPCN,MEP2-GFP yeast,RPL19A-GFP yeast,AGP1-GFP MLPCN,CIT2 TOR yeast,VLA-4 inh,GRK2 aptamer HTS,CR mimetic SO
Cc1cc(C2=NNC(=Nc3ccc(S(=O)(=O)N4CCOCC4)cc3)SC2)c(C)n1CC1CCCO1 (stereo not drawn),97,101,93,102,95,9,2,99
CC(Sc1nnc2ccccn12)C(=O)Nc1ncc(Cl)cc1Cl (stereo not drawn),.,99,96,98,89,6,2,101
Nc1nc(N)c2nc(CNc3ccc(C(=O)NC(CCC(=O)O)C(=O)O)cc3)cnc2n1 (stereo not drawn),299*,94,85,101,83,2,2,102
Cc1noc(C)c1CSc1nnc(-c2ccccc2F)n1CCc1ccccc1,96,93,94,92,93,9,0,104

# Results, repeating the preview:
SMILES,LAP4-GFP MLPCN,MEP2-GFP yeast,RPL19A-GFP yeast,AGP1-GFP MLPCN,CIT2 TOR yeast,VLA-4 inh,GRK2 aptamer HTS,CR mimetic SO
Cc1cc(C2=NNC(=Nc3ccc(S(=O)(=O)N4CCOCC4)cc3)SC2)c(C)n1CC1CCCO1 (stereo not drawn),97,101,93,102,95,9,2,99
CC(Sc1nnc2ccccn12)C(=O)Nc1ncc(Cl)cc1Cl (stereo not drawn),.,99,96,98,89,6,2,101
Nc1nc(N)c2nc(CNc3ccc(C(=O)NC(CCC(=O)O)C(=O)O)cc3)cnc2n1 (stereo not drawn),299*,94,85,101,83,2,2,102
Cc1noc(C)c1CSc1nnc(-c2ccccc2F)n1CCc1ccccc1,96,93,94,92,93,9,0,104
O=C(Cc1ccc(-n2c(=O)[nH]c3ccccc3c2=O)cc1)N1CCN(c2ccccc2)CC1,103,107,97,99,99,-4,2,107
NNC(=O)c1cc2ccccc2cc1O,101,104,110,108,110,9,0,94
CCN(CC)CCCNC(=O)C1CCC(CNS(=O)(=O)c2c(C)cc(C)cc2C)CC1 (stereo not drawn),97,106,107,100,102,-8,0,94
Cc1cc(C)c2[nH]c(=O)c(CN(CC3CCCO3)C(=O)c3cnccn3)cc2c1 (stereo not drawn),99,100,100,107,105,-2,1,102
O=C(NC(=S)N1CCN(Cc2ccccc2)CC1)c1ccccc1,96,90,96,115,87,-3,1,93
CC(=O)n1cc([C@H]2C=C(C(=O)N3CCN(Cc4ccccc4)CC3)O[C@@H](OCc3ccc(CO)cc3)C2)c2ccccc21,127,90,94,78,70,-2,0,100
CCOC1=NS(=O)(=O)c2ccccc21,82,86,100,92,93,-16,0,91
COc1ccc(CCNC(=O)c2ccco2)cc1OC,95,96,98,106,98,-11,0,101
Cc1nnc(SCC(=O)N(C)c2ccccc2)n1Cc1ccccc1,103,98,102,111,101,2,0,114
O=C1c2ccc(-c3ccc4c(c3)C(=O)N(CCCO)C4=O)cc2C(=O)N1CCCO,120,115,107,115,103,2,2,105
O=[N+]([O-])c1ccc(SCCc2ccccn2)cc1,128,111,98,97,103,5,1,95
COC(=O)c1cc(C(=O)c2cccc(Cl)c2Cl)cn1C,140,104,96,94,86,-10,0,83
CCN(Cc1ccccc1)C(c1cccs1)c1nnnn1C1CCCCC1 (stereo not drawn),108,111,112,119,107,11,0,102
COc1ccccc1N1CCN(C(=O)c2cc(-c3cccc(Cl)c3)on2)CC1,95,102,90,95,97,5,0,103
CCN(C[C@H]1N[C@@](Cc2ccccc2)(C(=O)OC)[C@H]2C(=O)N(C)C(=O)[C@@H]12)C(=O)Nc1ccc(F)cc1,95,82,89,86,82,13,1,119
O=C1CCC(C(=O)N2CCCCCCC2)CN1Cc1cccc(C(F)(F)F)c1 (stereo not drawn),102[may fluoresce red and violet],100[may fluoresce red and violet],?,92[may fluoresce red and violet],?,10,0,82
CCC(=O)Nc1ccc(S(=O)(=O)Nc2ccc(Cl)nn2)cc1,98,101,99,108,101,-5,1,93
Cc1ccc(NC(=O)C[n+]2cc(-c3ccc(C)cc3)n3c2CCC3)cc1,106,87,93,109,109,1,0,98
Cc1cccc(NC(=S)N/N=C2\CC(C)(C)Oc3ccc(O)cc32)c1,89,106,107,101,105,12,0,120
Cc1cc2ccccn2c1C(C[N+](=O)[O-])c1ccc(N(C)C)cc1 (stereo not drawn),113,107,107,105,100,9,5,96
Cc1ccc(Nc2nc3ccccc3nc2-n2nc(C)cc2C)cc1,110,97,100,96,104,0,4,94
O=[N+]([O-])c1cc(/C=N/n2c(-c3cccnc3)n[nH]c2=S)ccc1Cl,90,102,105,99,98,24,0,95
CCc1cc2c(=O)n(CC(=O)NC3CCCCC3)cnc2s1,100,90,95,106,93,2,0,95
Cc1ccc(CNC(=O)Cn2c([N+](=O)[O-])cnc2C)cc1,86,86,83,81,86,18,0,96

# Shown as a hit in LAP4-GFP MLPCN, among the entries above:
molecule | LAP4-GFP MLPCN | MEP2-GFP yeast | RPL19A-GFP yeast | AGP1-GFP MLPCN | CIT2 TOR yeast | VLA-4 inh | GRK2 aptamer HTS
Nc1nc(N)c2nc(CNc3ccc(C(=O)NC(CCC(=O)O)C(=O)O)cc3)cnc2n1 (stereo not drawn) | 299* | 94 | 85 | 101 | 83 | 2 | 2

# Taken from above.
# MEP2-GFP yeast with Cc1cccc(NC(=S)N/N=C2\CC(C)(C)Oc3ccc(O)cc32)c1 → 106
# VLA-4 inh with Cc1cc(C2=NNC(=Nc3ccc(S(=O)(=O)N4CCOCC4)cc3)SC2)c(C)n1CC1CCCO1 (stereo not drawn) → 9
# CIT2 TOR yeast with CCOC1=NS(=O)(=O)c2ccccc21 → 93
# VLA-4 inh with Cc1cc(C)c2[nH]c(=O)c(CN(CC3CCCO3)C(=O)c3cnccn3)cc2c1 (stereo not drawn) → -2
# CIT2 TOR yeast with COC(=O)c1cc(C(=O)c2cccc(Cl)c2Cl)cn1C → 86
# CR mimetic SO with Cc1noc(C)c1CSc1nnc(-c2ccccc2F)n1CCc1ccccc1 → 104
